TcdB GH inh: inhibitors of Clostridioides difficile toxin B glycohydrolase | P18177 | TcdB glycohydrolase enzymatic assay, plate reader | inhibition, % at 9.99 µM | hit rate 0.24% among 350,000; in the data active = inhibition above about 10%
Target sequence (P18177 whole entry, looked up): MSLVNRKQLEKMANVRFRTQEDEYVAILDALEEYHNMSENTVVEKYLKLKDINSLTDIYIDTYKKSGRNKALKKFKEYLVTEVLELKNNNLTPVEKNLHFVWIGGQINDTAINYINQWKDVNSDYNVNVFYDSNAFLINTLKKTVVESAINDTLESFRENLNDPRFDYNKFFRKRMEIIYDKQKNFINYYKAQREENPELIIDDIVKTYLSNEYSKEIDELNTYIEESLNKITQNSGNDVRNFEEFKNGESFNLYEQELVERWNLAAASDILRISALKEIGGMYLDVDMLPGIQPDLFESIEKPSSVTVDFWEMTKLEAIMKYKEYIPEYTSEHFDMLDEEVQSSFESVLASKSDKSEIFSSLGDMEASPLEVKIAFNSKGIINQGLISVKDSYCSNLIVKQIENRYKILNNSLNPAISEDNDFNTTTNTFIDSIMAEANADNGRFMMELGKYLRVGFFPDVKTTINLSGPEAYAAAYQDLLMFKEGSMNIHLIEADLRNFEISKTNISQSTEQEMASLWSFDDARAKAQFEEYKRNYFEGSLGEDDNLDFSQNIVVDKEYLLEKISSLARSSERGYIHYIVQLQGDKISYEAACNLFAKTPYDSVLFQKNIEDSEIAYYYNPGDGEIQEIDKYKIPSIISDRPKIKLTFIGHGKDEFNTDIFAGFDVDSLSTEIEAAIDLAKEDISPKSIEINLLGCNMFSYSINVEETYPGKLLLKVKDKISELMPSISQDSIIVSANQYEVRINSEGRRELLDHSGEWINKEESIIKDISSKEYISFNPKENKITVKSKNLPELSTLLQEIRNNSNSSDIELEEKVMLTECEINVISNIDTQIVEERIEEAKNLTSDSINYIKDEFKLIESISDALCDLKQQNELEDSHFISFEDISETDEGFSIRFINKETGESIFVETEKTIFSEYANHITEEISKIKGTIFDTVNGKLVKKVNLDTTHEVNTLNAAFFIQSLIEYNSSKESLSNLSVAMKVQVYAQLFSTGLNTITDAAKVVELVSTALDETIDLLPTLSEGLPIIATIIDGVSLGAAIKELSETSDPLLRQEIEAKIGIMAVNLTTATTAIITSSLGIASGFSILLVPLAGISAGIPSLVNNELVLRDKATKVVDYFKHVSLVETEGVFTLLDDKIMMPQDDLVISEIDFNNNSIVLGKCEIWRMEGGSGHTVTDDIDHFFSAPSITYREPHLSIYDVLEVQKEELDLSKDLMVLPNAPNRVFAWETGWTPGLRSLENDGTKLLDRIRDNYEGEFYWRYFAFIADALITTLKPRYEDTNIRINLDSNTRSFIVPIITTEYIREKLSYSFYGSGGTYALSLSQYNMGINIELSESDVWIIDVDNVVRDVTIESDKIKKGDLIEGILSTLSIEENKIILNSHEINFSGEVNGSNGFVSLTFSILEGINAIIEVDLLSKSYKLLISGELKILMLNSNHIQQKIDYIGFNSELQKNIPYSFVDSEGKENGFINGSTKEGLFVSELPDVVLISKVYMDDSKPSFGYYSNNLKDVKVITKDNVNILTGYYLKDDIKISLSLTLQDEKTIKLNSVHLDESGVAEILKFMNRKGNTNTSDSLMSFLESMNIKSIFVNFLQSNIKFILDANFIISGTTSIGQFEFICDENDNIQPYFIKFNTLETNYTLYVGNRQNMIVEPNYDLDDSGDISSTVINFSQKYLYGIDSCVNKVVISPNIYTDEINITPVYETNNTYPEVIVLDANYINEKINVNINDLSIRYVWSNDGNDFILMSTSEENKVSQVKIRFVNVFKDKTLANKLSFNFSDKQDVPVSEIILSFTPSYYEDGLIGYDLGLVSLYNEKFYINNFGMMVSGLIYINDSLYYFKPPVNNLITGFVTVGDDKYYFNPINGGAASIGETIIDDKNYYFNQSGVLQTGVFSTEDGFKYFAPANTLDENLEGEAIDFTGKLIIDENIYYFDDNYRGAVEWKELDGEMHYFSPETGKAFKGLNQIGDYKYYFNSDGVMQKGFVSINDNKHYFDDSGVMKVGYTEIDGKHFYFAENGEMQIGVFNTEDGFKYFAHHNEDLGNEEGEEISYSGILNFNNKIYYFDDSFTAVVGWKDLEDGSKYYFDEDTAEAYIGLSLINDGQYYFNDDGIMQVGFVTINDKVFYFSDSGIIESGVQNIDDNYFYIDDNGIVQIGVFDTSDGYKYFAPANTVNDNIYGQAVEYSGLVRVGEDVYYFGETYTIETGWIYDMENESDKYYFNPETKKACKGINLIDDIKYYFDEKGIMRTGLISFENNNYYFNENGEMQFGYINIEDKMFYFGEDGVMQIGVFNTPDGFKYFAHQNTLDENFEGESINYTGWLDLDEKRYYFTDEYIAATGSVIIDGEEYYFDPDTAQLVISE
BoNT-A LC inh2: inhibitors of Botulinum neurotoxin A light chain protease; multiplex microsphere protease substrate cleavage, flow cytometry; inhibition, % at 10 µM; hit rate 0.17% among 360,000; AID 588499; note: plate controls were buffer without enzyme for full effect and enzyme alone for no effect
PriA SSB inh: K. pneumoniae PriA-SSBct interaction inhibition | hit rate 0.6% among 430,000 | AID 1272365 | AlphaScreen SSBct-PriA binding, biotinylated peptide | inhibition, % at 33 µM; in the data active = inhibition mostly above about 37%, no sharp cut-off; inactive = mostly below about 20%;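 note: plate controls were negative control peptide for no effect and reference peptide for full effect; strong numbers were not always called active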
Anthrax LF prot: anthrax lethal factor protease inhibition; P15917; multiplex microsphere protease cleavage assay, LF; inhibition, % at 10 µM; hit rate 0.12% among 360,000; note: plate controls were buffer without enzyme for full effect and enzyme alone for no effect
BH1578 lux ind: induces V. cholerae light production without autoinducers; V. cholerae BH1578 lux reporter, luminescence, 6 h; activation, % at 18.7 µM; hit rate 0.16% among 350,000; in the data active = activation mostly above about 9.7%, no sharp cut-off; inconclusive = no clear call, values can overlap the other calls; inactive = mostly below about 3.7%; note: not every result past the cut was called active; inactives centre near 0; reference of the scale not given here
SARS 3CLpro inh: SARS-CoV 3CLpro protease inhibition. recombinant SARS-CoV 3CLpro, quenched FRET peptide cleavage. P0C6X7. AID 1706. inhibition, % at 6 µM. hit rate 0.14% among 290,000; in the data active = inhibition above about 12%
PfHsp40 rescue: compounds rescuing yeast from Plasmodium falciparum HSP40 toxicity. S. cerevisiae expressing PfHsp40, growth rescue, ATP luminescence. growth rescue, % at 12.5 µM. hit rate 0.68% among 340,000. AID 504582; in the data active = growth rescue above about 28%, passing the limit was not always enough; inconclusive = no clear call, values can overlap the other calls;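 note: yeast W303a lacking pdr1 and pdr3 grown in galactose medium; growth measured after three days at 30 °C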
Yp Topo-I inh: blocks Yersinia pestis topoisomerase I activity; Y. pestis Topo-I cleavage product accumulation, plate reader; activity, % at 10 µM; hit rate 0.064% among 360,000; in the data active = activity above about 50%, passing the limit was not always enough; inconclusive = no clear call, values can overlap the other calls; note: inactives centre near 2
PrPC surface inh: cell surface PrPC inhibition, primary TR-FRET screen; inhibition, % at 13.8 µM; TR-FRET read-out; hit rate 0.43% among 370,000; P04156; AID 720596; in the data active = inhibition above about 24%; note: 0% = median of the test wells and 100% = reference compound wells
Starred values were filed as active, the others as inactive; i = inactive; ? = inconclusive; · = no result given; & = joins results of further samples. Cut-off read from the data, not from the text of the source, unless noted: active = inhibition above about 30%; inconclusive = no clear call, values can overlap the other calls; inactive = below that. A portion of the library (hit frequency here may not be typical).

The line under a structure holds: TcdB GH inh, BoNT-A LC inh2, PriA SSB inh, Anthrax LF prot, BH1578 lux ind, SARS 3CLpro inh, PfHsp40 rescue, Yp Topo-I inh, PrPC surface inh
#1 CC1CCN(S(=O)(=O)c2ccc(Oc3ccc([N+](=O)[O-])cc3)cc2)CC1
→ ·, -1.3, 8, -2, i, -3, -0.6, 12, -2
#2 O=[N+]([O-])c1cccc(CNCc2ccccc2)c1
→ -1.3, 0.3, 7, -1, -0.3, 0, -1.2, -5, 3
#3 O=C(CSc1ccc([N+](=O)[O-])cn1)Nc1ccc2c(c1)OCO2
→ -0.1, 0.3, -4, -14, -4.0, 2, 0.8, -14, 5
#4 COc1ccccc1C(=O)NNC(=O)c1ccc(NC(=O)C(C)C)cc1
→ 0.4, -0.4, -9, -3, i, 1, -0.9, -1, 1
#5 O=C(Nc1ccccc1)Nc1ncc(C(F)(F)F)cc1Cl
→ -0.3, -0.4, ·, -1, i, ·, ·, -1, -1
#6 CCOc1ccccc1-c1nc(-c2ccc(NC(=O)Cc3ccc(OC)cc3)cc2)no1
→ ·, 1.0, -14, 4, 7.1, -1, 0.3, -7, -1
#7 C=CCn1c(=O)c2c(nc(-c3ccc(S(=O)(=O)O)cc3)n2C)n(C)c1=O
→ -0.8, -0.2, -7, -7, 7.7, ·, -0.3, -5, 5
#8 CN1CCN(C(=O)CN(C2CCCCC2)S(=O)(=O)c2ccccc2)CC1
→ 2.1, 2.4, -21, 1, -0.2, -3, -0.2, 2, 7
#9 CCCC(=O)Nc1cc2c(cc1C(=O)c1ccccc1)OCCO2
→ ·, 0.1, -6, -3, -0.3, -3, -1.0, 4, -6
#10 CCOC(=O)c1ccc(NC(=O)CC2COc3ccccc3O2)cc1 (stereo not drawn)
→ ·, 1.3, -14, 0, -0.5, 5, 0.2, 6, 7
#11 Cc1ccc(-c2ccc(SCC(=O)N3CCN(c4ccccc4)CC3)nn2)cc1
→ ·, 1.7, -7, -2, i, 0, -0.6, 9, 3
#12 C=CCN(C(=O)c1csnn1)C(C(=O)NC1CCCC1)c1cccs1 (stereo not drawn)
→ 0.9, -2.4, -2, 12, i, 7, 0.7, 4, 9
#13 CN(Cc1cnccn1)C(=O)CC1C(=O)NCCN1Cc1cccc(F)c1 (stereo not drawn)
→ 0.8, -0.4, -3, 6, -0.4, 0, -0.6, 0, -7
#14 Cc1ccc(S(=O)(=O)N(C)c2ccc3ccccc3c2)cc1
→ 2.0, -0.4, -23, -9, i, 6, 3.8, 7, 10
#15 COc1cc(C(=O)N(Cc2ccccn2)CC2CCCO2)cc(OC)c1OC (stereo not drawn)
→ 0.8, 2.7, -10, 1, -0.1, -1, -0.5, 4, -3
#16 Cc1ccc2c(Cl)c(Cc3ccccc3)c(=S)[nH]c2n1
→ -7.1, 2.7, 4, 14, -0.9, ·, -1.1, -6, 18
#17 O=C(NCCSc1ccccc1)c1ccco1
→ ·, -0.8, -1, -2, -0.2, 2, -0.8, 5, 3
#18 CC12CCC(C(=O)NCC3CCCO3)(OC1=O)C2(C)C (stereo not drawn)
→ ·, -0.7, -2, 0, -0.6, 2, -0.2, -5, -5
#19 Cc1c(NC(=O)Nc2ccc(Cl)c(Cl)c2)sc(=S)n1C
→ ·, -0.1, 0, 0, -0.5, 2, -1.5, -17, -2
#20 CC1CCCCC1NC(=O)CSc1nnc(N)s1 (stereo not drawn)
→ ·, -1.4, -18, -2, i, -8, 0.0, 5, 3
#21 Cc1cc(C)cc(NC(=O)CSc2nc3nc(C)cc(C)c3c(=O)[nH]2)c1
→ -0.4, ?, 2, -3, -0.3, ·, 0.3, 1, -4
#22 CC1(C(=O)NCc2ccc(C(F)(F)F)cc2)CCN1C1Cc2ccccc2C1 (stereo not drawn)
→ 0.5, 0.0, ·, -6, i, ·, ·, 25, -4
#23 CCOc1ccc(NC(=O)N(CCCN2CCOCC2)Cc2cccnc2)cc1
→ 0.2, -1.1, -6, -3, -0.3, 3, -0.1, 0, 5
#24 O=C(NCCN1CCN(c2ccccc2F)CC1)C1CC(=O)N(C2CCCC2)C1 (stereo not drawn)
→ 1.1, -1.1, -7, -4, -3.3, -4, 0.2, 3, -7
#25 O=C(O)c1ccccc1NC(=S)NC(=O)c1sc2ccccc2c1Cl
→ 2.3, -1.0, -9, -4, -0.2, 2, 0.0, -13, 26*
#26 Cc1c(NC(=S)NC(=O)c2ccc(Cl)cc2)c(=O)n(-c2ccccc2)n1C
→ -3.8, 4.3, -5, 11, -1.1, ·, 0.4, -4, 11
#27 CCOc1ccc(OCCCC(=O)NCCc2ccc(OC)cc2)cc1
→ -1.4, 1.9, 10, -1, -0.2, -4, -1.1, 13, 5
#28 Cc1cc(N2CCCCC2)nc(SCc2ccc(C#N)cc2)n1
→ ·, 0.8, -38, -4, 0.3, -5, 0.4, 38, 9
#29 COc1ccc(OCc2cc(C(=O)NCc3cccc(C)n3)no2)c(Cl)c1
→ 0.6, 2.8, -14, -5, i, 3, 1.0, 37, 5
#30 CCCc1cc(=O)[nH]c2nnc(SCC(=O)Nc3cc(C)on3)n12
→ 0.2, -1.0, 5, 3, -0.3, ·, 0.0, -1, 4

One compound at a time, as listed above. Order of values: TcdB GH inh | BoNT-A LC inh2 | PriA SSB inh | Anthrax LF prot | BH1578 lux ind | SARS 3CLpro inh | PfHsp40 rescue | Yp Topo-I inh | PrPC surface inh
Profile of `Cc1ccc(S(=O)(=O)N(C)c2ccc3ccccc3c2)cc1` : 2.0 | -0.4 | -23 | -9 | i | 6 | 3.8 | 7 | 10
Profile of `O=C(O)c1ccccc1NC(=S)NC(=O)c1sc2ccccc2c1Cl` : 2.3 | -1.0 | -9 | -4 | -0.2 | 2 | 0.0 | -13 | 26*

Remaining list, next part:
The line under a structure holds: TcdB GH inh, BoNT-A LC inh2, PriA SSB inh, Anthrax LF prot, BH1578 lux ind, SARS 3CLpro inh, PfHsp40 rescue, Yp Topo-I inh, PrPC surface inh
#31 Cc1cccc(NC(=S)NNC(=O)c2csc(C(C)C)c2)c1
→ ·, -0.3, -16, -8, -0.3, 2, 22, -4, -3
#32 Cc1cc(C)c(S(=O)(=O)N2CCN(c3ccc([N+](=O)[O-])c(NCc4ccco4)c3)CC2)c(C)c1
→ 1.2, -1.1, 2, -3, -0.4, 4, -0.9, 8, 3
#33 NC(=S)NNC(=O)c1ccccc1
→ ·, -1.6, -5, -5, -0.2, -1, -1.0, 8, 1
#34 CCOC(=O)N1CCN(C2CCCN(C(=O)c3ccccc3SC)C2)CC1 (stereo not drawn)
→ -0.1, -1.2, 5, 0, 0.9, -3, 0.8, 9, 4
#35 O=C(CSc1nnc(-c2cccs2)n1Cc1ccco1)c1ccc2c(c1)OCO2
→ ·, 0.2, -2, 5, 10, 3, -0.7, 40, 0
#36 O=C(O)C1Nc2c(O)cccc2C2C=CCC12 (stereo not drawn)
→ -5.7, 1.6, 97, -2, -0.3, 1, 2.4, -27, 15
#37 COC(=O)c1ccc2c(C)c(C3(O)CCCCC3)[nH]c2c1
→ 1.7, -0.9, 1, -1, i, ·, 2.7, -1, 12
#38 Cc1cccc(C)c1NC(=S)N(Cc1ccco1)C1CCN(C(C)C)CC1
→ 1.4, 0.1, -11, 1, i, -2, 0.2, -2, -2
#39 N#Cc1c(NC(=O)CCn2cnc3ccccc3c2=O)oc(-c2ccccc2)c1-c1ccccc1
→ ·, -2.1, 2, -2, 2.6, 5, 2.3, 1, -2
#40 COc1ccc(OC)c(CC(NC(C)=O)C(=O)NC2CCN(c3c(Cc4ccccc4)c(C)nc4ncnn34)CC2)c1 (stereo not drawn)
→ ·, 0.8, 5, 0, -0.6, -2, 0.4, 1, -2
#41 CCOC(=O)C[N+](C)(C)CCOC1CC2CCC1(C)C2(C)C (stereo not drawn)
→ ·, -0.2, -15, -2, 0.7, -2, -0.3, -3, 5
#42 CCc1nc2ccc(C(=O)Nc3ccc(NC(C)=O)cc3)cn2c1N(C)CCC(C)C
→ 2.0, -0.8, ·, -5, i, ·, ·, 15, 4
#43 CC(OC(=O)CCc1nc2ccccc2c(=O)[nH]1)C(=O)Nc1cccc(C(F)(F)F)c1 (stereo not drawn)
→ 2.3, 0.7, -4, -9, i, ·, -0.1, 0, -4
#44 N#CC(c1nc2ccccc2nc1OCCO)S(=O)(=O)c1ccccc1 (stereo not drawn)
→ 3.1, -0.8, -5, -8, i, 2, 1.2, 1, 9
#45 C[C@H]1CN([C@@H](C)CO)S(=O)(=O)c2ccc(Br)cc2O[C@H]1CN(C)C(=O)CN(C)C
→ 0.2&-0.4&0.1, -1.3, ·, -11, ·, ·, ·, ·, -1
#46 CCOc1cc(OCC)cc(C(=O)N2CCC[C@H]2C(=O)N2CCC[C@H]2C(=O)N[C@@H](C)c2ccccc2)c1
→ 1.0, -1.1, ·, -7, ·, ·, ·, ·, -6
#47 CCOc1nc(N(C)C)nc(-n2nnc(C(C)=O)c2C)n1
→ ·, 0.6, 2, 1, -10, -2, 5.5, 9, -4
#48 COC(=O)c1c(C)n(Cc2ccccc2)c2ccc(O)cc12
→ 1.0, 0.9, 3, -3, i, 7, -1.6, 1, -3
#49 COC(=O)CCCC(=O)NC1CCCc2c1cnn2-c1ccc(F)cc1F (stereo not drawn)
→ 0.7, -0.8, -7, -3, -0.1, -2, 1.5, -2, 0
#50 O=C(CN1CCCN(Cc2ccc(F)cc2Cl)C1=O)NCc1ccccc1
→ ·, -0.9, -3, 0, -0.6, 2, -0.2, 9, -1
#51 O=C(Cc1ccc(NC(=O)C2CCCN(C(=O)C3CCC3)C2)cc1)Nc1cccc(C(=O)N2CCCC2)c1 (stereo not drawn)
→ -1.5, 0.5, -14, -5, i, ·, 0.2, 16, 10
#52 CCN1C(=O)CCN(C2CCCC2)c2nc(Nc3ccc(C(=O)NC4CCN(C)CC4)cc3OC)ncc21
→ 0.7, -0.7, -2, 2, i, ·, -0.5, -4, -14
#53 O=C1CCCC2=C1C(c1ccc(O)c(O)c1)Nc1ccc3ncccc3c12 (stereo not drawn)
→ -2.3, -0.4, -1, 2, -0.4, -2, 0.0, -3, -6
#54 CCOC(=O)c1cnn(Cc2ccccc2Cl)c1N
→ ·, -2.7, 7&-8, 0, 1.8, 0, -0.9, -7, 3
#55 CN(c1ccccc1)S(=O)(=O)c1cccc(NC(=O)Nc2ccc(Cl)cc2C#N)c1
→ ·, 1.0, -22, 0, i, 1, 0.3, 2, 8
#56 CCN(CC)S(=O)(=O)c1ccc(C)c(NC(=O)CN2CCN(C)CC2)c1
→ 0.4, 2.9, -8, -1, -0.3, 1, 0.2, -1, 3
#57 Cc1ccc(S(C)(=O)=NC(=O)NC(=O)c2c(F)cccc2Cl)cc1 (stereo not drawn)
→ 0.1, 0.1, -4, -4, -0.4, -1, -0.3, 0, -5
#58 COc1ccc(Nc2nc(C(=O)NCc3ccco3)cs2)cc1
→ 1.1, -1.3, 1, -3, -0.4, -5, -0.1, -1, 8
#59 NC1=NC(=O)CC(C(=O)NCCc2ccccc2)S1 (stereo not drawn)
→ ·, 0.4, -10, 2, -0.1, 2, -1.2, -7, 17
#60 O=C(NC1CCCc2ccccc21)c1cccc(S(=O)(=O)N2CCN(c3ccccc3)CC2)c1 (stereo not drawn)
→ ·, -1.5, 4, -1, i, 5, -1.0, 2, 8
#61 O=C(Nc1cc(C(=O)N2CCCC2)ccc1N1CCCC1)c1ccccc1
→ ·, -0.4, -2, -4, -4.2, 1, 0.5, 5, -5
#62 COc1ccc(S(=O)(=O)NC(Cc2ccccc2)C(=O)O)cc1 (stereo not drawn)
→ 0.8, -3.0, 8, -5, i, 0, -1.5, 3, 0

Compound activity (PubChem BioAssay)
